# USP8 block: blocks human USP8 ubiquitin-rhodamine cleavage. P40818. purified USP8, Ub-rhodamine cleavage fluorescence, 30 min. inhibition, % at 20 µM. hit rate 4.2% among 47,000
# OTUD3 block: inhibitors of human OTUD3 deubiquitinase | hit rate 0.7% among 47,000 | AID 1645858 | inhibition, % at 25 µM | purified OTUD3, Ub-rhodamine fluorescence, 2 h | Q5T2D3
# USP30 block: human USP30 deubiquitinase inhibition | purified USP30, Ub-rhodamine cleavage fluorescence | inhibition, % at 25 µM | hit rate 5.3% among 47,000 | AID 1645860
# Target sequence (Q70CQ3 whole entry, looked up): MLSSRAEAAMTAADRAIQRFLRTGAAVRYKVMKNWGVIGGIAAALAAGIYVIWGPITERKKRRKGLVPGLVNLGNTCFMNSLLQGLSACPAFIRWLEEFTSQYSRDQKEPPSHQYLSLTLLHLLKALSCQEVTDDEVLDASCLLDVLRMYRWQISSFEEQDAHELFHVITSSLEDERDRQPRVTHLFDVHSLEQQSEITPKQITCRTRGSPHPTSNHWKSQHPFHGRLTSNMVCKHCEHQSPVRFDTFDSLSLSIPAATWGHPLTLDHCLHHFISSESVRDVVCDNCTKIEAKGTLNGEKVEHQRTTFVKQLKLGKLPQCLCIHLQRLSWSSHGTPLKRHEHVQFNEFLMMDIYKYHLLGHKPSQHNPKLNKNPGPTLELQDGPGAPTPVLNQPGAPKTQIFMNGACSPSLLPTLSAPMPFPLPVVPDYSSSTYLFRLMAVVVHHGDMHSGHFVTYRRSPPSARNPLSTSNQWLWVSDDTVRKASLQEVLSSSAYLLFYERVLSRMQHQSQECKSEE
# UCHL1 block: blocks human UCHL1 ubiquitin-rhodamine cleavage | purified UCHL1, Ub-rhodamine cleavage fluorescence | inhibition, % at 20 µM | hit rate 0.2% among 47,000
# USP28 inh: inhibitors of human USP28 deubiquitinase; Q96RU2; purified USP28, Ub-rhodamine cleavage fluorescence, 30 min; inhibition, % at 25 µM; hit rate 3% among 47,000
# USP10 inh: blocks human USP10 ubiquitin-rhodamine cleavage. purified USP10, Ub-rhodamine fluorescence, 60 min. inhibition, % at 20 µM. hit rate 1.1% among 47,000. AID 1645856. Q14694
# USP17 inh: inhibitors of human USP17 deubiquitinase; inhibition, % at 50 µM; purified USP17, Ub-rhodamine cleavage fluorescence, 3 h; hit rate 6.5% among 47,000; AID 1645855
# Target sequence (A8MUK1 whole entry, looked up): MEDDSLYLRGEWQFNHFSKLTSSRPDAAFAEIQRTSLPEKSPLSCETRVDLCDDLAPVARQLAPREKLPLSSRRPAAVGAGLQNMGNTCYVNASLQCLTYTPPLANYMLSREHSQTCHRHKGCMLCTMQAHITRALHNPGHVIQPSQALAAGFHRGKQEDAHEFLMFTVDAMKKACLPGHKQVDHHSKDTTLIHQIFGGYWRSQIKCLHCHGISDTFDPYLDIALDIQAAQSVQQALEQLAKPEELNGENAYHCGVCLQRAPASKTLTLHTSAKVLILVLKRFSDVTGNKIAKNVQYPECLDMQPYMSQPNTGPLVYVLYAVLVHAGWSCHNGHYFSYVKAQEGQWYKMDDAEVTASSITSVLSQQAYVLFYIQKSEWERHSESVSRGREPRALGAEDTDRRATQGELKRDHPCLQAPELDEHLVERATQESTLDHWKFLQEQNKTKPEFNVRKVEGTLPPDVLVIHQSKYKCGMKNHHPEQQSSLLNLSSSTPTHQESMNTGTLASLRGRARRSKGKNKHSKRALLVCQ
# USP7 block: blocks human USP7 ubiquitin-rhodamine cleavage. purified USP7, Ub-rhodamine cleavage fluorescence. inhibition, % at 20 µM. hit rate 0.3% among 47,000. AID 1645854
# The depositor's hits bear a star; i = inactive; x = not tested or not shown. Cut-off read from the data, not from the text of the source: active = inhibition above about 30%; inactive = the rest.
SMILES,USP8 block,OTUD3 block,USP30 block,UCHL1 block,USP28 inh,USP10 inh,USP17 inh,USP7 block
COc1ccccc1CNC(=O)Cn1ccc2ccc(Br)cc21,-6,-37,-188,-1,-39,-6,13,-14
Cc1ccccc1Nc1oc2c(c1-c1ccccc1Cl)c(=O)n(C)c(=O)n2C,-29,-2,-18,-4,-4,0,-15,1
Cc1ccc(C(=O)N2CCN(C3CCN(Cc4cc5ccccc5o4)CC3)C(=O)C2)cc1,-5,0,-9,-2,-3,-6,-4,0
COc1ccc(Cn2c(=O)[nH]c3cc(C(=O)N4CCC(C(N)=O)CC4)ccc3c2=O)cc1,-1,0,1,-3,-6,2,-1,-2
Cc1cccc(NC(=O)C(=O)NCC(c2cccnc2)N2CCc3ccccc3C2)c1 (stereo unspecified),61*,-9,-18,2,7,-5,25,0
COC(=O)c1ccccc1NC(=O)c1sccc1Oc1ccc(F)cc1[N+](=O)[O-],12,15,19,6,7,2,12,10
Cc1cc(NC(=O)c2ccccn2)nn1Cc1ccccc1,-9,2,3,1,14,1,2,0
CN1CCN(C(CNS(=O)(=O)c2ccc3c(c2)OCCO3)c2ccc(F)cc2)CC1 (stereo unspecified),-12,-10,0,-3,-16,-4,-19,0
COc1cccc(-c2nc(-c3ccc(N4CCCCC4)cc3)no2)c1OC,10,-8,-30,3,-6,3,0,-1
CCCCCc1ccc(S(=O)(=O)N2CCN(CCc3ccccc3)CC2)cc1,7,6,2,-9,0,-6,6,-3
Cc1nc2c(c(=O)[nH]1)CC[C@@H]1CN(C(=O)C3CCCCC3)C[C@H]21,0,-5,-15,0,-6,0,1,-4
CC(=O)N1c2ccccc2NC2=C(C(=O)CC(c3ccc(C)cc3)C2)C1c1ccc(OC(C)C)cc1 (stereo unspecified),12,0,9,1,-11,11,13,4
Cn1c(NC(=O)c2cccs2)c(-c2cccs2)c(=O)c2ccccc21,-28,-11,-125,-3,-17,-1,-8,0
CN1[C@@H](CCC(=O)NCc2ccco2)CNC(=O)[C@@H]2[C@H]1CCN2Cc1ccccc1,4,1,5,2,5,-1,1,4
CCNC(=O)N1CCC2(C1)c1ccccc1S(=O)(=O)N2Cc1ccc(OC)cc1 (stereo unspecified),4,-5,-8,-3,-16,0,-2,-2
Cc1ccc(C)c(S(=O)(=O)Nc2ccc(C(=O)N3CCCC3c3cccnc3)cc2)c1 (stereo unspecified),-183,-4,-4,-2,-10,4,-34,2
CC(=O)Nc1nsc(N2CCC(C(=O)NCc3ccc(F)cc3F)CC2)n1,0,5,0,2,4,-3,0,-3
O=C(Nc1cccnc1)c1ncn2c1CN(CC1CC1)S(=O)(=O)c1ccccc1-2,-44,4,6,5,6,-3,-7,2
COc1ccccc1-n1c(O)c(C2NCCc3c2[nH]c2ccccc32)c(=O)[nH]c1=O (stereo unspecified),-49,-58,-211,-14,-30,-8,-46,-17
CCc1ccc(-c2noc(-c3cn(C)c4cc(N5CCOCC5)c(F)cc4c3=O)n2)cc1,22,1,15,6,3,6,19,9
Cc1ccc(C(=O)Nc2ccc(-c3ccc(N4CCOCC4)nn3)cc2)cc1,9,0,7,-4,0,0,2,-2
O=C(Cn1cc(-c2ccccc2)oc1=O)NCc1ccc(Cl)cc1,31*,18,35*,1,27,-2,41*,-1
O=C(Nc1cccc(N2CCCS2(=O)=O)c1)c1cccc(C(F)(F)F)c1,0,-8,-19,-1,-5,0,-14,-3
Cc1ccc(N(CC(=O)N2CCC(Cc3ccccc3)CC2)S(=O)(=O)c2ccccc2)c(C)c1,-6,2,12,4,5,5,0,8
CC(=O)N1CCCCCC1C1CCN(c2nccc(C(F)(F)F)n2)CC1 (stereo unspecified),16,4,15,3,0,-1,3,1
Cc1ccc(NC(=O)CSc2nc3ncccc3[nH]2)c(C)c1,-11,-9,-37,0,-6,-1,-12,0
COc1ccc2[nH]c3c(N4CCN(C)CC4)ncnc3c2c1,4,2,16,3,1,0,3,3
CN1C(=O)OC[C@@H]2CCN(Cc3ccc(N4CCOCC4)cc3)C[C@H]21,10,8,4,0,-1,1,2,5
O=C(Cc1csc(-c2ccccc2)n1)Nc1ccc(N2CCOCC2)cc1,23,7,-5,1,9,-1,6,3
COC(=O)c1ccccc1NC(=O)C(C)n1nc(-c2ccccc2)c2cc(Cl)ccc21 (stereo unspecified),0,-10,-25,3,-14,3,-3,6
Cc1nc(-c2ncc(C)[nH]2)cc(C2CCCN(Cc3cscn3)C2)n1 (stereo unspecified),-19,0,-5,0,1,1,0,0
Cn1c(=O)n(CC(=O)OCc2ccccc2)c(=O)c2c1nc1oc(C(C)(C)C)cn12,-1,-9,-24,-5,-12,-4,-7,-4
Cc1nc2ccccn2c(=O)c1NC(=O)c1ccccc1F,8,3,7,0,2,0,-22,5
COc1ccc2scc(N3CCC4(CC3)OCCO4)c(=O)c2c1,-10,-4,-25,-1,-6,-6,-3,-10
CC(C)(C)n1nc2c(c1NC(=O)c1ccc(C(F)(F)F)cc1)CS(=O)(=O)C2,0,6,0,2,3,2,1,0
O=C(Cn1c(=O)n(Cc2ccc3c(c2)OCO3)c(=O)c2ncccc21)c1ccc(Cl)cc1,73*,1,62*,1,-8,8,5,2
CCOC(=O)C1CCCN(c2ncnc3c2oc2ccccc23)C1 (stereo unspecified),-72,5,3,0,5,0,-4,-3
CCCN1C(=O)COc2ccc(-c3noc(C4CCCO4)n3)cc21 (stereo unspecified),1,-5,-2,-2,0,3,-7,-3
CC(=O)N1Cc2ccccc2CC2(CCCCN2Cc2cccnc2)C1 (stereo unspecified),-20,-43,-164,-21,-58,-4,-94,-22
Cc1ccc2c(c1)C(=O)N(C(C)C(=O)Nc1c(C)n[nH]c1C)CC1(CCOCC1)O2 (stereo unspecified),0,-9,-12,-3,-15,-1,-11,-1
CC1(C2CC2)NC(=O)N(CCOc2ccccc2F)C1=O (stereo unspecified),4,3,2,0,-4,2,-21,-6
O=S(=O)(C1CC1)N1C[C@H](OCc2cccnc2)[C@H]2OCCC[C@H]21,-82,0,5,0,-6,7,-21,0
Cc1nc(NCc2ccccc2F)ncc1C(=O)N1CCN(c2ccccc2)CC1,-18,-7,0,-4,-2,1,-6,1
Cc1cc(C)nc(-n2nc(C)cc2NC(=O)c2c(F)cccc2F)n1,4,6,1,2,0,0,9,7
Cc1nn2c(CNC(=O)c3c(F)cccc3Cl)c(C)nc2s1,-9,3,12,1,-4,0,6,2
O=C1NCCCCC1NS(=O)(=O)c1ccc(F)c(F)c1 (stereo unspecified),2,11,24,-1,6,1,7,-1
O=C(Nc1ccc(OC(F)(F)F)cc1)NC1Cc2ccccc2C1,42*,13,27,0,14,6,28,2
O=S(=O)(c1ccccc1)c1nnn2c1nc(Nc1ccc(F)cc1)c1ccccc12,52*,6,17,2,0,10,5,8
CC(=O)Nc1ccc2c(c1)nc(CCN1CCN(c3ccc(C)cc3)CC1)n2C,-42,1,-8,-1,-6,1,1,5
Cc1ccccc1CSc1nnc(-c2cnccn2)n1C,-15,-2,7,-1,-8,1,x,-4

# (more compounds)
SMILES,USP8 block,OTUD3 block,USP30 block,UCHL1 block,USP28 inh,USP10 inh,USP17 inh,USP7 block
O=C(O)c1ccc(Cl)c(S(=O)(=O)NCc2cccnc2)c1,3,-3,-14,-3,-5,0,-4,1
COc1cccc(-c2cc3n(C)c(C)c(CCC(=O)NCc4ccccc4F)c(=O)n3n2)c1,-44,-20,-69,-7,-24,-9,4,-7
O=C(c1ccc2ccccc2n1)N1CCCCC1c1ccn2ccnc2n1 (stereo unspecified),-2,-8,-7,-4,-7,-1,-2,-1
COc1ccc(N2CCN(C(=O)c3csc4ccccc34)CC2)cc1,-9,-4,-1,0,-11,3,-6,-10
CN1CCCC(OC(=O)c2cccc(Cl)c2)C1 (stereo unspecified),19,10,24,3,5,0,15,-1
CC(=O)CN1CC2(CCN(Cc3ccc(F)cc3)CC2)COc2ccccc2S1(=O)=O,-210,-231,i,-158,-254,-7,-156,-155
Cc1nn(-c2nc3ccccc3[nH]2)c2c1C(c1ccsc1)CC(=O)N2 (stereo unspecified),11,3,14,0,-3,6,45*,2
O=C(NCc1cccnc1)c1ccc(COc2ccccc2Br)o1,9,0,3,1,23,-6,-1,-4
CC(C)(C)c1ccccc1NC(=O)COc1cnc2ccccc2n1,1,0,9,1,3,0,2,1
Cc1cccc(C)c1NC(=O)CN1CCN(C(=O)C2COc3ccccc3O2)CC1 (stereo unspecified),-9,-5,-4,-4,-13,-1,-3,-2

# A second format for some results above:
USP8 block,OTUD3 block,USP30 block,UCHL1 block,USP28 inh,USP10 inh,USP17 inh,USP7 block,SMILES
-20,-43,-164,-21,-58,-4,-94,-22,CC(=O)N1Cc2ccccc2CC2(CCCCN2Cc2cccnc2)C1 (stereo unspecified)
0,-9,-12,-3,-15,-1,-11,-1,Cc1ccc2c(c1)C(=O)N(C(C)C(=O)Nc1c(C)n[nH]c1C)CC1(CCOCC1)O2 (stereo unspecified)
4,3,2,0,-4,2,-21,-6,CC1(C2CC2)NC(=O)N(CCOc2ccccc2F)C1=O (stereo unspecified)
-82,0,5,0,-6,7,-21,0,O=S(=O)(C1CC1)N1C[C@H](OCc2cccnc2)[C@H]2OCCC[C@H]21
-18,-7,0,-4,-2,1,-6,1,Cc1nc(NCc2ccccc2F)ncc1C(=O)N1CCN(c2ccccc2)CC1
4,6,1,2,0,0,9,7,Cc1cc(C)nc(-n2nc(C)cc2NC(=O)c2c(F)cccc2F)n1
-9,3,12,1,-4,0,6,2,Cc1nn2c(CNC(=O)c3c(F)cccc3Cl)c(C)nc2s1
2,11,24,-1,6,1,7,-1,O=C1NCCCCC1NS(=O)(=O)c1ccc(F)c(F)c1 (stereo unspecified)
42*,13,27,0,14,6,28,2,O=C(Nc1ccc(OC(F)(F)F)cc1)NC1Cc2ccccc2C1
52*,6,17,2,0,10,5,8,O=S(=O)(c1ccccc1)c1nnn2c1nc(Nc1ccc(F)cc1)c1ccccc12
-42,1,-8,-1,-6,1,1,5,CC(=O)Nc1ccc2c(c1)nc(CCN1CCN(c3ccc(C)cc3)CC1)n2C
-15,-2,7,-1,-8,1,x,-4,Cc1ccccc1CSc1nnc(-c2cnccn2)n1C
3,-3,-14,-3,-5,0,-4,1,O=C(O)c1ccc(Cl)c(S(=O)(=O)NCc2cccnc2)c1
-44,-20,-69,-7,-24,-9,4,-7,COc1cccc(-c2cc3n(C)c(C)c(CCC(=O)NCc4ccccc4F)c(=O)n3n2)c1
-2,-8,-7,-4,-7,-1,-2,-1,O=C(c1ccc2ccccc2n1)N1CCCCC1c1ccn2ccnc2n1 (stereo unspecified)
-9,-4,-1,0,-11,3,-6,-10,COc1ccc(N2CCN(C(=O)c3csc4ccccc34)CC2)cc1
19,10,24,3,5,0,15,-1,CN1CCCC(OC(=O)c2cccc(Cl)c2)C1 (stereo unspecified)
-210,-231,i,-158,-254,-7,-156,-155,CC(=O)CN1CC2(CCN(Cc3ccc(F)cc3)CC2)COc2ccccc2S1(=O)=O
11,3,14,0,-3,6,45*,2,Cc1nn(-c2nc3ccccc3[nH]2)c2c1C(c1ccsc1)CC(=O)N2 (stereo unspecified)
9,0,3,1,23,-6,-1,-4,O=C(NCc1cccnc1)c1ccc(COc2ccccc2Br)o1

# (next part)
SMILES,USP8 block,OTUD3 block,USP30 block,UCHL1 block,USP28 inh,USP10 inh,USP17 inh,USP7 block
COc1ccc(CNC(=O)C2=CC(c3ccccc3OC)=NS(=O)(=O)N2C)cc1,-107,5,10,4,0,3,-9,10
Cc1cccc(C(=O)NC(Cc2ccccc2)c2nc3ccccc3n2C)c1 (stereo unspecified),16,14,45*,1,10,3,x,6
Cc1ccc(NC(=O)CN2C(=O)C3CCCN3C(=O)c3ccc(F)cc32)cc1 (stereo unspecified),25,2,8,1,1,-3,2,1
COc1cccc(/C=C/C(=O)NCc2nnc3c(C(F)(F)F)cc(Cl)cn23)c1,-4,-8,-42,-154,-6,-5,-14,-12
COc1ccc(OC)c(C2CCCN2CC(=O)NC2CCCCC2)c1 (stereo unspecified),2,2,-10,-3,0,-3,-1,-16
N#Cc1cccc(NC(=O)N2CCc3nc[nH]c3C2)c1,-12,0,2,-3,-3,1,-10,1
COc1ccc(-c2nnc3ccc(SCC(=O)N4CCCCC4)nn23)cc1OC,1,0,-1,-3,-6,0,-11,0

# Bioassay records from PubChem BioAssay.
